EWS-Fli block: EWS/Fli-driven NR0B1 reporter inhibitors, primary screen, A673 cells, NR0B1 luciferase, luminescence, MLPCN library. viability-normalised. inhibition, % at 12.6 µM. 350,000 tested, 0.67% active. AID 651661, 2012;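 active = mean inhibition of at least 50% after viability correction, with every replicate also passing that limit; inconclusive = mean reaches 50% but only one of two replicates passes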;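 also: firefly luciferase signal divided by Alamar Blue viability fluorescence both relative to DMSO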
PAX8 inh HTS: inhibitors of PAX8-driven TPO luciferase reporter, primary screen, RMG-I cells, single concentration; SteadyGlo, 24 h; inhibition, % at 12.6 µM; 360,000 tested, 1.2% active; AID 652154, 2013;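 active = mean replicate inhibition at least 60% with every replicate also reaching 60%; inconclusive = only one of the two criteria is met; inactive = mean below 60% and not all replicates reaching 60%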;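 also: luciferase light reporting Pax8 driven TPO promoter activity; plate controls were median of neutral control wells for no effect and mitoxantrone controls for full effect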
ARNT-TACC3 inh: disruptors of ARNT/TACC3 protein interaction, primary screen, biochemical, AlphaScreen, single concentration; AlphaScreen His-ARNT PAS-B/GST-TACC3 binding, luminescence; TACC3 fragment carries E629A point mutation; 390,000 tested, 0.66% active; AID 623870, 2012; inhibition, % at 9.99 µM; Transforming acidic coiled-coil-containing protein 3 (Homo sapiens), Q9Y6A5;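 active = mean inhibition of replicates at least 50% and at least half of replicates each reaching 50%; inconclusive = half or more replicates reach 50% but mean below 50%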;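 also: 0% = complete ARNT plus TACC3 wells and 100% = ARNT alone without TACC3; many hits fall short of the cut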
ERp5 block: inhibitors of ERp5-driven insulin aggregation, primary screen, biochemical, turbidity, absorbance 650 nm, single point | Protein disulfide-isomerase A6 (Homo sapiens), Q15084 | 90 min | inhibition, % at 9.99 µM | 350,000 tested, 0.05% active | AID 651711, 2012;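 active = mean replicate inhibition above about 25%, with every replicate also reaching it, limit read from the data, passing the limit was not always enough; inconclusive = only one of those two criteria met; inactive = neither criterion met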
Target sequence (Q15084 whole entry, looked up): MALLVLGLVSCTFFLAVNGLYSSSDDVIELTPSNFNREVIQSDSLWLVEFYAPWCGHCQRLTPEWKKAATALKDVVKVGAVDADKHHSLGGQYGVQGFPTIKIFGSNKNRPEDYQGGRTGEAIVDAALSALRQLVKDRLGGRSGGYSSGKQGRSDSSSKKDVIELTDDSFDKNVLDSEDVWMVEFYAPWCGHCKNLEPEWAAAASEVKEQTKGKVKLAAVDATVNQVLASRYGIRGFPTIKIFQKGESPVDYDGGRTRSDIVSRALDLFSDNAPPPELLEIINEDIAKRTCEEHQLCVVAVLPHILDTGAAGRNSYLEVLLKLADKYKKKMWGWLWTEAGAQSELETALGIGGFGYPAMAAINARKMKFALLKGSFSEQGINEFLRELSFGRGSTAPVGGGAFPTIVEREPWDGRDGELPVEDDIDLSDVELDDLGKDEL
DENV2 CPE rescue: inhibitors of DENV2 cytopathic effect, primary screen, cell-based, plate reader, single concentration; DENV2-infected cells, cytopathic effect rescue; AID 651640, 2012; 350,000 tested, 1.7% active; CPE inhibition, % at 9.99 µM; in the data active = CPE inhibition above about 20%, passing the limit was not always enough; inconclusive = no clear call, values can overlap the other calls; tested in BHK-21 cells;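 also: 0% = median of neutral control wells and 100% = median of positive control wells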
Xi reactivation: activators of inactive X chromosome reactivation, primary screen, imaging, XiGFP fibroblasts, GFP high-content imaging, set 2; AID 743238, 2013; XiGFP mouse fibroblasts, % GFP-positive cells imaging, 3 d; cells co-treated with 5-aza-dC sensitizer; scaled so ellipticine positive control = 100%; 360,000 tested, 0.055% active; activation, % at 7.58 µM;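 active = mean normalized replicate activation at least 10% and every replicate at or above 10%; inconclusive = only one of the two criteria met; inactive = mean below 10% and not all replicates reach 10%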;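 also: 0% = median of on-plate neutral control wells and 100% = ellipticine 6 µM median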
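Material: XiGFP fibroblasts, SV40-immortalized; Buffer or medium: DMEM containing 5-aza-dC; Compound dosing: single point; Times: 3 days compound exposure.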
INS-1E GSIS act: GLuc luminescence reporter in INS-1E cells, primary screen for activators of glucose-dependent secretion of insulin; 370,000 tested, 0.61% active; activation, % at 16.6 µM; INS-1E GLuc reporter insulin secretion, 2-3 h;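 active = lowest replicate activation of at least 40%, so every replicate reaches that level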;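 also: 0% = median of neutral control wells and 100% = median of IBMX positive control wells; some compounds called inactive have numbers as strong as hits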
F508del corr: F508del CFTR correction, initial screen, CFBE line, single point; CFBE cells, YFP halide quenching; stimulated with forskolin plus potentiator P3; % fluorescence drop versus neutral controls; activity (quench increase), % at 7.58 µM; 350,000 tested, 0.36% active; AID 720511, 2013;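 active = mean added fluorescence quench of at least 8% versus neutral control, with both replicates also reaching 8%; inconclusive = only one of the mean or replicate conditions met; inactive = mean below 8% and not both replicates reaching 8%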;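 also: cells transiently co-express mutant CFTR-F508del with the halide-sensitive YFP; corrector assay measuring rescue of mutant channel to the surface after 24 h compound exposure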
The depositor's hits bear a star; ? = inconclusive; nt = not tested or not shown; & = joins results of further samples.

SMILES | EWS-Fli block | PAX8 inh HTS | ARNT-TACC3 inh | ERp5 block | DENV2 CPE rescue | Xi reactivation | INS-1E GSIS act | F508del corr
CC1CN(CC(=O)Nc2ccc(Br)cn2)CC(C)O1 (configuration not stated) | -3.7 | 3.6 | -12.7 | 2.7 | -2.0 | -0.1 | 15.4 | -1.7
CC1=CC(=C(C#N)C#N)C=C(C)N1CCN1CCN(C(=O)Nc2ccc(Cl)c(Cl)c2)CC1 | nt | -3.3 | -1.1 | nt | nt | -0.1 | 4.5 | nt
CCn1ncc(Cl)c1C(=O)NC(=S)Nc1ccccc1Br | -4.4 | nt | nt | 1.0 | 4.6 | 0.0 | nt | 0.0
COc1ccc(NC(=O)Nc2ccc(F)c(F)c2)c(OC)c1 | -32.5 | -18.5 | nt | 4.3 | -4.3 | 0.0 | -0.9 | -1.8
O=C(NCc1ccco1)c1ccc(C(=O)NCc2ccco2)cc1 | -5.8 | -14.3 | -9.3 | 12.9 | -1.4 | -0.1 | 25.3 | 3.5
CCOC(=O)C1=C(C)OC(=CC=Cc2ccccc2)C1=O | 4.8 | -9.2 | nt | 0.4 | -7.9 | 0.0 | -25.5 | 3.3
O=C(C[C@H]1CC[C@H]2[C@@H](COC[C@H](O)CN2S(=O)(=O)c2ccc(Cl)cc2)O1)NCCN1CCCC1 | 1.4 | 9.7 | 3.1 | -1.5 | 11.2 | 0.0 | -7.6 | 2.6
COCCCN1CC(=O)N2C(c3ccc(OC)c(OC)c3)c3[nH]c4ccccc4c3C[C@H]2C1=O (some centres not stated) | 2.7 | 23.2 | 6.6 | 2.6 | -7.4 | 0.4 | 8.8 | -2.2
COc1ccc(N2C(=O)/C(=C\c3ccco3)N=C2SCC(=O)NC(C)(C)C)cc1Cl | 8.0 | 29.8 | -0.1 | -1.5 | -4.7 | 0.0 | -25.1 | -1.4
CSc1ccccc1Sc1cc(C(=O)O)c2ccccc2n1 | nt | 9.5 | 2.2 | nt | nt | 1.0 | -6.1 | nt
Nc1nc(Cl)nc(N(c2ccccc2)c2ccccc2)n1 | 6.6 | 8.5 | 23.7 | -6.9 | -3.7 | -0.1 | 11.9 | nt
Cn1c(C(=O)O)ccc1S(=O)(=O)N(Cc1ccccc1)Cc1ccccc1 | -3.1 | 2.8 | -1.0 | 3.0 | ? | 0.2 | 6.6 | 2.0
CC(OC(=O)Cc1c[nH]c2ccccc12)C(=O)c1ccccc1 (configuration not stated) | 12.4 | -3.1 | -11.8 | 2.7 | -4.6 | -0.5 | -23.4 | -8.6
O=C(C[C@H]1C[C@@H]2c3cc(NC(=O)Nc4ccccc4)ccc3O[C@@H]2[C@@H](CO)O1)NCC1CC1 | 14.0 | 4.2 | nt | -0.1 | -11.2 | 0.2&0.0 | -14.3 | -1.2
Cc1ccc(C(=O)N2CCOCC2)cc1S(=O)(=O)N1CCCCC1 | nt | -6.7 | nt | 0.0 | 1.8 | 0.1 | -9.2 | 3.2
COc1ccccc1NC(=O)CSc1nnc(CC(=O)Nc2ccccc2C)n1C | -0.6 | 17.3 | 12.8 | 4.0 | -4.5 | 0.4 | 1.4 | -1.1
CC(C)=CC(=O)Nc1ccc(Cl)cc1 | -77.1 | -237.1 | -5.3 | 0.8 | 1.0 | 0.1 | -1.6 | 0.0
CC(C)N(C(=O)Cn1c(-c2ccccc2Cl)nc2ccccc21)c1ccccc1 | nt | -20.0 | -24.8 | nt | nt | -0.1 | 2.9 | nt
CO[C@@H]1CN(C)C(=O)c2cc(NS(=O)(=O)CC(F)(F)F)ccc2OC[C@H](C)N(C(=O)c2ccc3c(c2)OCO3)C[C@H]1C | -6.0 | 4.3 | -8.0 | -2.3 | 11.3 | 0.8 | -7.0 | 1.6
CC1=C(C(=O)N2CCOCC2)CC(CC(=O)NCCCCc2ccccc2)C(=O)N1CCC1=CCCCC1 (configuration not stated) | -2.7 | 7.9 | nt | -2.4 | 19.6 | 0.1 | -8.2 | -0.8
O=C1NC(=NCc2ccccc2)NC1(c1ccccc1)c1ccccc1 | -30.1 | 7.3 | -6.8 | -13.3 | 8.7 | -0.1 | -12.4 | -1.9
CC(C)COC(=O)N(C)C[C@H]1OCc2cn(nn2)CCCC(=O)N([C@@H](C)CO)C[C@H]1C | 3.2 | nt | -5.6 | -6.4 | ? | -0.1 | 6.0 | -2.6
Cc1nc2ccccc2n1CC(=O)OCC(=O)N1CCC(C)CC1 | 3.7 | 11.8 | 0.4 | -2.0 | -1.8 | -0.1 | -0.8 | 1.6
O=C(Nc1ccccc1F)N[C@@H]1CC[C@H](CCNS(=O)(=O)c2ccc(F)cc2)O[C@@H]1CO | 7.0 | nt | -7.6 | 5.0 | -1.5 | 0.5 | -2.2 | 2.5
COc1ccc(-n2ncc3c(N(C)C4CCCCC4)ncnc32)cc1 | 77.5* | -33.8 | -3.3 | -1.0 | -6.1 | -0.1 | -9.0 | -0.1
CN(C)S(=O)(=O)Nc1ccc2c(c1)Cc1ccccc1-2 | -18.6 | nt | -2.1 | 3.6 | -0.5 | nt | -15.9 | 1.0
CCOc1ccc(C=NNC(=O)c2ccc(-n3cnnn3)cc2)cc1 | -7.7 | 0.7 | -8.0 | -13.3 | 0.2 | 0.0 | 5.1 | 3.1
O=C(Nc1ccccc1F)c1ccn[nH]1 | -18.1 | -35.9 | -8.3 | 4.2 | -2.3 | 0.0 | 2.0 | -1.4
Cc1ccc(-c2cc(C(F)(F)F)n3ncc(C(=O)N4CCCCC4c4cccnc4)c3n2)cc1 (configuration not stated) | 0.9 | 0.2 | -3.4 | -1.3 | ? | 0.1 | 16.8 | -1.3
CS(=O)(=O)c1ccc(-c2cccc(NC(=O)COc3ccc(Cl)cc3)c2)nn1 | -20.4 | 12.1 | 8.6 | 8.6 | -3.9 | 0.2 | -4.9 | 0.2
O=C(C[C@@H]1C[C@@H]2c3cc(NS(=O)(=O)c4ccccc4)ccc3O[C@@H]2[C@@H](CO)O1)NC1CCCCC1 | -8.4 | 15.4 | -2.1 | -0.7 | 9.2 | 0.1 | -25.9 | -0.2
Cc1cc(SCc2cccc(Cl)c2)nc(=O)[nH]1 | nt | 1.5 | 2.5 | 5.1 | -3.1 | 0.1 | -15.6 | 0.8
Cc1ccc(C(C)C)c(OCC(=O)OCC(=O)NC2CC2)c1 | -8.9 | nt | -4.2 | -7.9 | 19.0 | 0.0 | -21.2 | 0.8
CCc1ccc(C(=O)CN2C(=O)C(C)N(c3ccc(C)cc3)C2=O)cc1 (configuration not stated) | -19.1 | -24.0 | nt | 3.4 | -6.5 | 0.1 | -6.0 | 2.0
O=C(O)CSCC(=O)Nc1cccc(C(F)(F)F)c1 | -3.8 | nt | -2.9 | -3.1 | 3.1 | nt | 1.4 | -4.1
O=C(Nc1cccc(-c2cnc3ccccc3n2)c1)c1ccc(Cl)cc1 | 5.4 | nt | 3.8 | 2.0 | -5.0 | nt | -14.8 | 0.8
Cc1ccc2nc(-c3cccc(Br)c3)c(Cc3ccccc3C(F)(F)F)n2c1 | -52.4 | -131.9 | nt | 0.7 | -4.5 | -0.1 | -8.5 | -5.3
C=CCn1cnc2c(nnn2-c2ccc(Cl)cc2)c1=O | -22.2 | -22.7 | -2.0 | 0.3 | -2.1 | 0.2 | -22.2 | -2.0
CCS(=O)(=O)c1nc(S(=O)(=O)c2ccc(Cl)cc2)c(N2CCOCC2)s1 | nt | 37.0 | -2.9 | 0.7 | 6.3 | 0.0 | 10.1 | -4.0
CC1CN(c2ccc(Cl)cc2)c2nc3c(c(=O)[nH]c(=O)n3C)n2C1 (configuration not stated) | -6.5 | 10.7 | -3.4 | -0.7 | 0.3 | 0.1 | 21.8 | 1.6
CCOC(=O)N1CCN(C(=O)COC(=O)c2oc3ccc(OC)cc3c2C)CC1 | -4.0 | -33.5 | 6.1 | -0.7 | ? | 0.4 | 6.7 | 1.8
N#C[C@H]1[C@@H](c2ccc(C#Cc3cccc(F)c3)cc2)[C@@H](CO)N1C(=O)C1CC1 | -26.2 | 4.8 | -8.4 | 0.6 | -7.6 | 0.0 | 9.0 | -4.9
NC1=NC[C@H](c2ccccc2)N1CC1CCCCC1 | -0.5 | -10.1 | -2.0 | 0.2 | 1.9 | -0.1 | -3.6 | -1.4
COc1ccc(NC(=O)C2CC2(Cl)Cl)cc1S(=O)(=O)N1CCCCC1 (configuration not stated) | 11.0 | 4.9 | nt | -7.3 | 18.2 | 1.0 | -14.3 | -1.2
Cc1ccc(C(=O)Cn2c(=N)n(N)c3ccccc32)cc1 | -74.9 | -3.7 | 2.4 | 4.6 | -0.1 | 0.1 | -4.9 | 1.1
COCC(=O)Nc1ccc2c(c1)[C@H]1C[C@@H](CC(=O)NCc3cccc(F)c3)O[C@@H](CO)[C@H]1O2 | 2.3 | -3.0 | -14.5 | -1.2 | -1.0 | 0.1 | -1.6 | 0.1
C[C@@H]1CN([C@@H](C)CO)C(=O)c2cc(C#CC3CCCCC3)cnc2O[C@H]1CN(C)S(=O)(=O)c1ccccc1 | 12.5 | nt | 10.2 | -2.3 | ? | 1.5 | -36.9 | 2.0
O=C(Nc1ccccc1OCc1ccccc1)c1ccccc1Br | 26.0 | 28.7 | -6.9 | 3.0 | -0.2 | 0.0 | 4.1 | 1.1
C[C@@H]1CN([C@H](C)CO)C(=O)c2cc(NC(=O)C3CCCCC3)ccc2O[C@H]1CN(C)C(=O)Nc1ccc2c(c1)OCO2 | -3.6 | -18.6 | nt | nt | nt | 0.4 | 0.2 | 3.4
CN1[C@@H]2Cn3c(ccc(-c4ccc(F)cc4)c3=O)[C@H]1[C@@H](C(=O)N1CCCCC1)[C@@H]2CO | -3.2 | nt | 2.9 | 3.2 | 10.2 | 0.2 | 18.4 | nt

Individual results from the list.
`CC1CN(c2ccc(Cl)cc2)c2nc3c(c(=O)[nH]c(=O)n3C)n2C1` (configuration not stated) in EWS-Fli block is listed with -6.5
`CCOC(=O)N1CCN(C(=O)COC(=O)c2oc3ccc(OC)cc3c2C)CC1` in ARNT-TACC3 inh is listed with 6.1
`C=CCn1cnc2c(nnn2-c2ccc(Cl)cc2)c1=O` in Xi reactivation is listed with 0.2
`N#C[C@H]1[C@@H](c2ccc(C#Cc3cccc(F)c3)cc2)[C@@H](CO)N1C(=O)C1CC1` in INS-1E GSIS act is listed with 9.0
`Cc1ccc(C(=O)Cn2c(=N)n(N)c3ccccc32)cc1` in F508del corr is listed with 1.1

Some of these compounds in order of heavy-atom count, high to low.
SMILES | EWS-Fli block | PAX8 inh HTS | ARNT-TACC3 inh | ERp5 block | DENV2 CPE rescue | Xi reactivation | INS-1E GSIS act | F508del corr
CN1[C@@H]2Cn3c(ccc(-c4ccc(F)cc4)c3=O)[C@H]1[C@@H](C(=O)N1CCCCC1)[C@@H]2CO | -3.2 | nt | 2.9 | 3.2 | 10.2 | 0.2 | 18.4 | nt
N#C[C@H]1[C@@H](c2ccc(C#Cc3cccc(F)c3)cc2)[C@@H](CO)N1C(=O)C1CC1 | -26.2 | 4.8 | -8.4 | 0.6 | -7.6 | 0.0 | 9.0 | -4.9
CCS(=O)(=O)c1nc(S(=O)(=O)c2ccc(Cl)cc2)c(N2CCOCC2)s1 | nt | 37.0 | -2.9 | 0.7 | 6.3 | 0.0 | 10.1 | -4.0
